# Screens (PubChem BioAssay)
# SIAE primary: human SIAE inhibitors, primary screen, biochemical, fluorescence polarization, FP-Rh probe, 1536-well HTS. Sialate O-acetylesterase (Homo sapiens), Q9HAT2. SIAE FP-Rh probe binding. inhibition, % at 9.66 µM. 0.69% of 370,000 active. AID 1053197, 2014;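 active = inhibition above a cutoff: mean of compounds within the control limits plus 3 SD of those, cut at about 17% in these data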;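 also: 0% = plate median of compound wells and 100% = probe without SIAE protein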
# LEDGF integ inh: blockers of LEDGF/p75-dependent integrase strand transfer – biochemical, TR-FRET, high throughput, primary screen; HIV-1 integrase (with human LEDGF/p75); TR-FRET IN-LEDGF/p75 DNA integration, Eu/Cy5; inhibition, % at 3.7 µM; 0.64% of 370,000 active; AID 743269, 2014;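 active = inhibition above the screen-wide mean plus 3 SD, cut at about 13% in these data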;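 also: signal is the Cy5 over europium emission ratio at 671 and 618 nm; 0% = plate median of compound wells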
# HTRA1 inhibitor: HTRA1 serine protease inhibitors, primary screen, biochemical, fluorescence polarization, HTS; Q92743; recombinant HTRA1, FP-rhodamine activity-based probe; inhibition, % at 5.96 µM; 0.5% of 340,000 active; AID 504803, 2011; in the data active = inhibition above about 36%;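 also: 0% = enzyme with DMSO and 100% = wells lacking enzyme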
# NPR2 activator: human GC-B receptor activators, primary screen, HEK293 GC-B cells, cGMP TR-FRET, EC30 CNP. AID 1920062, 2024. 0.11% of 370,000 active. Atrial natriuretic peptide receptor 2 (Homo sapiens), P20594. 0% at EC30 CNP, 100% saturating CNP. activation, % at 10 µM;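 active = activation at 10 µM reaching about 35% in either raw or pattern-adjusted values, limit read from the data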
# MBD2 inh: inhibitors of MBD2 binding to methylated DNA, primary screen, biochemical, TR-FRET, DNA-binding domain, human. MBD2 binding to methylated oligonucleotide. inhibition, % at 4.4 µM. 0.31% of 370,000 active. AID 686964, 2013; in the data active = inhibition above about 13%
# Target sequence (Q9UBB5 whole entry, looked up, the tested form may be a part): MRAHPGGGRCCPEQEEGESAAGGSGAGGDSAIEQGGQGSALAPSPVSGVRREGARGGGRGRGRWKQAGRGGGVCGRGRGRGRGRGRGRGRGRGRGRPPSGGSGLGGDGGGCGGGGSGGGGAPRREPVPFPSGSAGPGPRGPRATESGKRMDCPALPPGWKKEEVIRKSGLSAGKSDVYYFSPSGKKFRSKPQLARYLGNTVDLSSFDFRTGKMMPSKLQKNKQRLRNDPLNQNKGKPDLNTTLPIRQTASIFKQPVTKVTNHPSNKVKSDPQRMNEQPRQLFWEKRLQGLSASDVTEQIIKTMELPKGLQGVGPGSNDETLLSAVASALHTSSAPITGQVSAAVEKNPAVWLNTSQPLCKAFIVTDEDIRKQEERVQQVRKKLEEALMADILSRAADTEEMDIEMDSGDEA
# PRMT1 FP inh: PRMT1 methyltransferase inhibitors, primary screen, biochemical, fluorescence polarization. recombinant PRMT1, activity-based probe fluorescence polarization. inhibition, % at 2.79 µM. 1.3% of 370,000 active. AID 652257, 2013;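 active = inhibition above about 21% made by adding two undisclosed values, limit read from the data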
# Target sequence (Q99873 whole entry, looked up): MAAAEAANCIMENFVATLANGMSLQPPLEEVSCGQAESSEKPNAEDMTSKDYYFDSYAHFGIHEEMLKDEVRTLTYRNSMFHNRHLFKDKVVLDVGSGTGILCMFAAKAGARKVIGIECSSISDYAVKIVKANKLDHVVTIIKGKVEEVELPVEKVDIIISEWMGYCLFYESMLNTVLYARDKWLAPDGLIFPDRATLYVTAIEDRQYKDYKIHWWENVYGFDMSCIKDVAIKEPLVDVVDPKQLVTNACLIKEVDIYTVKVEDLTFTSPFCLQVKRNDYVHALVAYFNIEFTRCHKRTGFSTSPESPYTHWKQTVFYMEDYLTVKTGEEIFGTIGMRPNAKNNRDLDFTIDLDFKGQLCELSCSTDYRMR
# mABHD4 FP: ABHD4 inhibitors, primary screen, biochemical, fluorescence polarization, mouse; (Lyso)-N-acylphosphatidylethanolamine lipase (Mus musculus), Q8VD66; purified mABHD4, FP-Rh probe fluorescence polarization; inhibition, % at 8.92 µM; 0.54% of 370,000 active; AID 720543, 2013;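 active = inhibition exceeding the mean over every tested compound plus 3 SD, cut at about 30% in these data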;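 also: 0% = plate median of compound wells and 100% = S159A mutant with DMSO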
#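 system = mouse ABHD4 enzyme, wild type | medium = HEPES pH 7.0, NaCl, Pluronic buffer | also added = FP-Rh probe | incubation = Enzyme–compound pre-incubation 45 min, then probe 60 min, both 25 °C | technique = fluorescence polarization, excitation 525 nm, emission 598 nm, BODIPY TMR filters | controls = S159A mutant high control, sample median low control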
# TDP2 absorb: human TDP2 enzyme inhibitors, primary screen, biochemical, epi absorbance, recombinant enzyme. Tyrosyl-DNA phosphodiesterase 2 (Homo sapiens), O95551. T5PNP hydrolysis, p-nitrophenol absorbance 415 nm. inhibition, % at 12.8 µM. 0.34% of 370,000 active. AID 720702, 2013;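 active = inhibition above the mean of all tested compounds plus 3 SD, set per campaign, cut at about 25% in these data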;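 also: 0% = DMSO with enzyme and 100% = buffer with substrate but no TDP2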
#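 Assay system: recombinant human TDP2 / Reagent: T5PNP substrate at 5 mM, a TopII-DNA adduct mimic / Measured by: epi absorbance from released p-nitrophenol / Evaluation: % inhibition relative to enzyme-containing and enzyme-free wells / Control set: enzyme-free and DMSO wells / Replicates: each compound tested once, singlicate / Schedule: enzyme reaction with compound for 2 h at 37 °C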
# TCR CD3 inh: inhibitors of human TCR-CD3 interaction, primary screen, biochemical, fluorescence, TAMRA-labeled TCR probe | T-cell receptor (TCR) | inhibition, % at 9.4 µM | 0.37% of 360,000 active | AID 651800, 2012; in the data active = inhibition above about 19%;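 also: recombinant mutant TCR 2C K166C tagged with TAMRA read by polarization; 0% = receptor in buffer alone and 100% = receptor with positive control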
# rCAG binder: binders of r(CAG) RNA repeats, primary screen, biochemical, fluorescence. r(CAG) RNA repeat, TO-PRO-1 dye displacement fluorescence. 1.3% of 370,000 active. inhibition, % at 3 µM;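 active = inhibition above the plate cutoff, the mean of all test compounds on that plate plus 3 SD, cut at about 35% in these data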;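 also: 0% = DMSO alone and 100% = 100 µM mitoxantrone as full dye displacement; higher means more dye released from RNA so lower well fluorescence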
# Active calls of the source: *; / = no result given. The list is partial; count on the stated rates, not on these rows.
nr	Structure	SIAE primary	LEDGF integ inh	HTRA1 inhibitor	NPR2 activator	MBD2 inh	PRMT1 FP inh	mABHD4 FP	TDP2 absorb	TCR CD3 inh	rCAG binder
1	CN(C)c1nc(Oc2ccc(OCCOc3ccccc3)nn2)nc(N(C)C)n1	5	1	-7	-14	-4	-4	0	-1	10	-9
2	COc1cc(SC)ccc1C(=O)Nc1ccc2c(c1)OCCO2	-6	2	-14	/	8	1	-8	-11	1	-1
3	Cc1ccc(NC(=O)C2CCN(S(=O)(=O)c3ccc4c(c3)NC(=O)C(C)S4)CC2)c(C)c1 (centres undefined)	-1	-3	-6	-2	6	0	-1	0	-1	4
4	COc1ccccc1C(CNC(=O)COc1ccccc1C)N1CCCC1 (centres undefined)	2	-1	1	-4	-1	-1	0	-6	1	-5
5	CC(=O)Nc1ccc(S(=O)(=O)N2CCN3CCCC3C2)cc1 (centres undefined)	0	5	8	0	-5	-5	-3	2	1	1
6	OCC(CO)(CO)NCc1ccc(-c2ccccc2)cc1	4	0	-8	1	10	0	6	6	-2	0
7	COc1ccc(CSCC(=O)N/N=C/c2ccccc2OCc2ccccc2)cc1	-12	-2	-50	-3	2	0	-19	6	0	-1
8	Cc1ccc(NC(=O)[C@H](NC(=O)[C@@H]2Cc3ccccc3CN2)c2ccccc2)cc1C	-4	1	-17	0	-1	-2	5	-1	3	1
9	CC(C)(C)c1ccc(OCc2cnc(Cl)s2)cc1	-3	-4	-9	2	1	4	-2	-8	-3	-6
10	COc1cccc(C2N(c3ccc(Cl)c(Cl)c3)C(=O)C3CCCN32)c1OC (centres undefined)	-4	1	-5	-26	-1	-3	-8	-13	-5	3
11	O=C(Nc1ccccn1)c1ccc(S(=O)(=O)N2CCCCCC2)cc1	8	2	-3	3	5	2	3	1	8	-3
12	O=c1[nH]c(=O)n([C@H]2C[C@H](O)[C@@H](CO)O2)cc1Br	-10	6	3	1	-4	-4	1	-3	1	2
13	O=C(C1CC1)N1CCN(C(c2ccccc2)c2ccccc2)CC1	4	3	2	1	-5	-4	-2	-4	-1	-5
14	Nc1cc(=O)[nH]c(SCC(=O)Nc2ccc(Oc3ccccc3)cc2)n1	-17	2	-8	0	1	2	-11	5	9	7
15	Cc1cc(C)c(S(=O)(=O)Nc2nccs2)c(C)c1	-6	0	0	-2	0	5	5	13	0	5
16	Cc1csc(NC(=O)c2cc(-c3ccncc3)nc3ccccc23)n1	-4	2	1	1	1	0	-7	5	-2	9
17	Cc1ccc(NC(=O)CN(C)C(=O)Cc2ccc(Cl)c(Cl)c2)cc1	-4	-1	-21	2	1	1	-6	-4	1	3
18	S=C(NCc1ccco1)Nc1ccc(Cl)cc1	5	-1	-3	3	-5	0	-2	2	13	0
19	Nc1cc(-c2ccc(Br)cc2)nn1S(=O)(=O)c1ccccc1	6	-1	-23	-8	2	5	-1	3	-11	10
20	NS(=O)(=O)c1ccc(CCNC(=O)COC(=O)COc2cccc(C(F)(F)F)c2)cc1	0	-3	2	-5	5	4	-5	2	-1	6
21	O=C(Nc1ccc(SC(F)(F)F)cc1)c1ccccn1	4	-3	-7	-2	3	-2	-7	1	5	-1
22	CCn1cc(/C=N\NC(=O)c2csc3ccccc23)c(C)n1	8	-1	-5	-4	5	-2	-7	-7	3	-1
23	NC(=O)CSc1nccn1Cc1ccc(Cl)cc1	-1	0	6	-7	-1	0	-5	-10	6	-3
24	COC(=O)Cn1nc(-c2ccc(C)cc2)c2ccccc2c1=O	-2	1	6	3	6	0	1	-2	-2	-8

# 14 entries from above, with two lines to a compound.
# Sequence of screens – SIAE primary | LEDGF integ inh | HTRA1 inhibitor | NPR2 activator | MBD2 inh | PRMT1 FP inh | mABHD4 FP | TDP2 absorb | TCR CD3 inh | rCAG binder
8: Cc1ccc(NC(=O)[C@H](NC(=O)[C@@H]2Cc3ccccc3CN2)c2ccccc2)cc1C
 : -4 | 1 | -17 | 0 | -1 | -2 | 5 | -1 | 3 | 1
9: CC(C)(C)c1ccc(OCc2cnc(Cl)s2)cc1
 : -3 | -4 | -9 | 2 | 1 | 4 | -2 | -8 | -3 | -6
10: COc1cccc(C2N(c3ccc(Cl)c(Cl)c3)C(=O)C3CCCN32)c1OC (centres undefined)
 : -4 | 1 | -5 | -26 | -1 | -3 | -8 | -13 | -5 | 3
11: O=C(Nc1ccccn1)c1ccc(S(=O)(=O)N2CCCCCC2)cc1
 : 8 | 2 | -3 | 3 | 5 | 2 | 3 | 1 | 8 | -3
12: O=c1[nH]c(=O)n([C@H]2C[C@H](O)[C@@H](CO)O2)cc1Br
 : -10 | 6 | 3 | 1 | -4 | -4 | 1 | -3 | 1 | 2
13: O=C(C1CC1)N1CCN(C(c2ccccc2)c2ccccc2)CC1
 : 4 | 3 | 2 | 1 | -5 | -4 | -2 | -4 | -1 | -5
14: Nc1cc(=O)[nH]c(SCC(=O)Nc2ccc(Oc3ccccc3)cc2)n1
 : -17 | 2 | -8 | 0 | 1 | 2 | -11 | 5 | 9 | 7
15: Cc1cc(C)c(S(=O)(=O)Nc2nccs2)c(C)c1
 : -6 | 0 | 0 | -2 | 0 | 5 | 5 | 13 | 0 | 5
16: Cc1csc(NC(=O)c2cc(-c3ccncc3)nc3ccccc23)n1
 : -4 | 2 | 1 | 1 | 1 | 0 | -7 | 5 | -2 | 9
17: Cc1ccc(NC(=O)CN(C)C(=O)Cc2ccc(Cl)c(Cl)c2)cc1
 : -4 | -1 | -21 | 2 | 1 | 1 | -6 | -4 | 1 | 3
18: S=C(NCc1ccco1)Nc1ccc(Cl)cc1
 : 5 | -1 | -3 | 3 | -5 | 0 | -2 | 2 | 13 | 0
19: Nc1cc(-c2ccc(Br)cc2)nn1S(=O)(=O)c1ccccc1
 : 6 | -1 | -23 | -8 | 2 | 5 | -1 | 3 | -11 | 10
20: NS(=O)(=O)c1ccc(CCNC(=O)COC(=O)COc2cccc(C(F)(F)F)c2)cc1
 : 0 | -3 | 2 | -5 | 5 | 4 | -5 | 2 | -1 | 6
21: O=C(Nc1ccc(SC(F)(F)F)cc1)c1ccccn1
 : 4 | -3 | -7 | -2 | 3 | -2 | -7 | 1 | 5 | -1

# (more compounds)
nr	Structure	SIAE primary	LEDGF integ inh	HTRA1 inhibitor	NPR2 activator	MBD2 inh	PRMT1 FP inh	mABHD4 FP	TDP2 absorb	TCR CD3 inh	rCAG binder
25	O=C(COC(=O)c1ccc(Br)o1)NCCc1ccccc1	-4	1	-4	1	2	-2	0	12	3	-2
26	COc1cc(OC)cc(-c2nc3ccccc3c(=O)o2)c1	-7	0	-8	-20	5	-4	-9	-4	6	6
27	O=C1C(C2=NC(c3ccccn3)C3C(=O)N(c4ccccc4)C(=O)C23)=C(O)c2ccccc21 (centres undefined)	-3	4	6	-1	-4	1	-1	-20	-5	3
28	CN(C)/C=N/c1sccc1C(N)=O	0	-1	6	-2	-4	0	3	1	2	1
29	Cc1ccc(OCC(=O)Nc2ccc(F)cc2)c([N+](=O)[O-])n1	0	2	-2	-4	-2	-1	-5	3	3	-1
30	COC(=O)c1cc(S(=O)(=O)N2CCCCCC2)cn1C	6	0	3	1	1	0	1	-14	9	-1
31	CC(C)(C)OC(=O)C[C@@H]1C/C=C\C[C@@H](CC(=O)NCCO)C(=O)NC[C@H](c2ccccc2)OC1=O	2	-1	4	1	4	1	8	-2	-4	-7
32	CC1(C(=O)NS(=O)(=O)c2ccccc2C(F)(F)F)CCN1C(=O)CC1CCCCC1 (centres undefined)	-3	6	/	-9	2	0	0	4	7	24
33	CC/C(=N\Nc1ccccc1[N+](=O)[O-])c1ccc(O)cc1	8	2	/	-8	0	2	40*	-16	7	11
34	CC(NC(=O)/C=C/c1ccco1)c1nc2ccccc2n1Cc1cccc(Cl)c1 (centres undefined)	-2	-1	-32	3	0	6	3	-5	-1	-1
35	Cc1cc(F)ccc1NC(=O)c1cccnc1	-3	-1	2	-3	0	-1	7	10	-1	-1
36	Cc1ccc(S(=O)(=O)N2C[C@H]3C(=O)C[C@@H](c4ccccc4)N(S(=O)(=O)c4ccc(C)cc4)[C@H]3C[C@H]2c2ccccc2Cl)cc1	-15	-5	/	7	1	-3	0	6	6	8
37	CC(=O)c1ccccc1C(=O)N1CCCC(CCC(=O)N2CCN(c3ccccn3)CC2)C1 (centres undefined)	-2	0	6	0	3	-4	3	4	2	-7
38	CCOC(=O)c1oc2ccccc2c1NC(=O)c1ccco1	1	-1	-7	-4	-4	-1	-4	7	8	-2
39	Cc1cccc(N2CCN(C(=O)C3CCN(S(=O)(=O)c4c(C)noc4C)CC3)CC2C)c1 (centres undefined)	1	0	-2	-3	-3	-1	6	-15	2	-9
40	CC(=O)Nc1c2c(nn1-c1ccc(C)cc1C)CSC2	-3	3	-4	1	1	4	5	-4	2	4
41	Cc1ccccc1-c1nnc(SCC#N)o1	3	0	3	-1	1	-2	6	13	3	0
42	Cc1ccc(C(=O)Oc2ccc3c(c2)ncn3C)cc1	1	1	-1	/	5	0	13	-8	-6	-9
43	Cc1cccc(NC(=S)NC2CC3CCCC(C2)N3Cc2cccs2)c1C (centres undefined)	-1	4	-18	-5	-1	-1	8	6	-3	-8
44	CC(C)c1nnc(NC(=O)CS(=O)(=O)c2ccccc2)s1	4	1	0	2	1	-1	3	6	3	2
45	CCc1nnc(NC(=O)c2ccc(Cl)nc2)s1	1	3	-6	-1	1	0	-7	11	1	1
46	Cc1nn(-c2ccccc2)c(Cl)c1/C=C1\C(=O)N(C)C(=S)N1C	-3	0	-8	1	-5	4	1	0	-3	-3
47	O=C(Nc1ccon1)c1nc[nH]c1C(=O)NCc1ccccc1	-2	5	-9	7	3	1	3	0	3	-2
48	NC(N)=NCCCS(=O)(=O)Nc1ccc(Nc2c3ccccc3nc3cc([N+](=O)[O-])ccc23)cc1	3	-2	8	-3	-1	4	2	9	-2	2
49	CC1CCN(c2nc3c(c(=O)[nH]c(=O)n3C)n2Cc2ccccc2Cl)CC1	0	7	-1	3	2	-4	2	11	6	1
50	CCn1c(/C=C/c2c[nH]c3ccccc23)nc2ccccc2c1=O	6	3	-2	4	3	1	1	4	-2	5
51	COc1cc(C)c(C#N)c(OC)n1	4	1	5	1	5	1	-6	-5	-5	-1
52	O=C(NC1CCCCC1)C(c1ccco1)N(C(=O)c1csnn1)c1ccc(Cl)cc1 (centres undefined)	0	0	-4	-8	1	-1	2	11	3	-5
53	Cc1c(NC(=O)CSc2nc(N)cc(N)n2)c(=O)n(-c2ccccc2)n1C	3	2	-1	0	-1	0	1	3	3	1
